TAAR1 ag = agonists of human TAAR1; Q96RJ0; CHO RD-HGA16 TAAR1, Fluo-8 calcium fluorescence; vehicle wells 0%, saturating PEA agonist 100%; activation, % at 3 µM; 360,000 compounds, 0.99% hits; AID 624467;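 active = activation above the mean activation of all test compounds in the run plus 3 SD, cut at about 38% in these data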
Target sequence (Q96RJ0 whole entry, looked up): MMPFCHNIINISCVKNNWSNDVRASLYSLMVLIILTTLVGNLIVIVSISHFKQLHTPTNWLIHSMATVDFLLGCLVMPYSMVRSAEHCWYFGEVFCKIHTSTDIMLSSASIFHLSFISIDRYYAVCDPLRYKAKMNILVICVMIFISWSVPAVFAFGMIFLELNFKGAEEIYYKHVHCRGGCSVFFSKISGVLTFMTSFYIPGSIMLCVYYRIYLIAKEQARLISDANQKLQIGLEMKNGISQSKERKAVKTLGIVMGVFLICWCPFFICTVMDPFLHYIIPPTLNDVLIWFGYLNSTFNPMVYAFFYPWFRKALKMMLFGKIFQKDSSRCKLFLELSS
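Repeats: no replicates (n 1) | Material: CHO-derived RD-HGA16 cells with stable Gα16 and human TAAR1 | Technique: Kinetic Fluo-8 calcium fluorescence | Schedule: 17-24 h seeding, 75 min 37 °C dye, 30 min RT | Evaluation: % activation from peak over basal fluorescence ratio, DMSO-to-PEA scaled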
CHO parental Ca = counter-screen: ATP calcium response change in parental CHO cells; inhibition, % at 5.6 µM; parental CHO-K1, ATP-induced calcium, Fluo-8 fluorescence; 330,000 compounds, 0.63% hits; AID 463079;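 active = inhibition above that plate's mean sample inhibition plus 3 SD, cut at about 26% in these data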;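 note: 0% = ATP-challenged DMSO wells and 100% = DMSO wells without ATP; some compounds past the cut are filed as inactive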
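Measured by: calcium-sensitive Fluo-8 fluorescence / Test system: CHO parental line / Controls: ATP-challenged DMSO wells low, unchallenged DMSO wells high / Measure: % inhibition / Compound: single nominal dose of 5.6 µM per compound / Replicates: single well per compound, no replicates / Reagent: ATP as calcium-mobilizing challenge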
M1 PAM = potentiates human M1 receptor response to acetylcholine. P11229. CHO-K1 hM1, Fluo-8 calcium fluorescence, ACh EC20; 0% = ACh EC20, 100% = maximal ACh. activation, % at 3 µM. 360,000 compounds, 0.088% hits. AID 588819; in the data active = activation above about 19%, passing the limit was not always enough
Target sequence (P11229 whole entry, looked up): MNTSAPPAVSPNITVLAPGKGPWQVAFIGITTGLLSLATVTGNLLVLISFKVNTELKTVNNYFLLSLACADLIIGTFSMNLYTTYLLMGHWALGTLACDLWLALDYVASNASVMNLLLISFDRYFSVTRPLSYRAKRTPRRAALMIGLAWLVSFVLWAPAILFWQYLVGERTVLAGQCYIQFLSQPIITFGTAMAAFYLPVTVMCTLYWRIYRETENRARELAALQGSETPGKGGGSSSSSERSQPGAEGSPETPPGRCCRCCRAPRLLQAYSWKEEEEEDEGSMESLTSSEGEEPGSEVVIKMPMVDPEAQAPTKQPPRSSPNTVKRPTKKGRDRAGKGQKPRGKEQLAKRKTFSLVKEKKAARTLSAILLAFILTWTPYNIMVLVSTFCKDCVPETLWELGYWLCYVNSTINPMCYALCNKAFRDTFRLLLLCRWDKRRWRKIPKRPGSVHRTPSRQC
M1 antag = human CHRM1 antagonism | AID 588852 | inhibition, % at 3 µM | CHO-K1 hM1, Fluo-8 calcium fluorescence, ACh EC80 antagonist | P11229 | 360,000 compounds, 1.3% hits;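 active = percent inhibition above its own plate's cutoff, namely the mean of that plate's compound wells plus 3 SD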;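 note: peak over basal fluorescence ratio during 140 s after agonist addition; 0% = ACh EC80 plus DMSO and 100% = DMSO alone without agonist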
M1 PAM parental = counter-screen for M1 PAMs: effect in parental CHO-K1 cells; ATP EC20, Fluo-8 calcium fluorescence; 0% at ATP EC20, 100% at ATP max; activation, % at 3 µM; AID 602247; 360,000 compounds, 0.02% hits;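 active = activation above the run cutoff, the mean activation of all test compounds plus 3 SD, cut at about 40% in these data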;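 note: peak over basal fluorescence ratio in a 140 s read after ATP addition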
M1 ag parental = M1 agonist counterscreen hit in parental CHO-K1 cells; 360,000 compounds, 0.48% hits; Fluo-8 calcium fluorescence; scaled to maximal ATP response, vehicle zero; AID 602248; activation, % at 3 µM; in the data active = activation above about 15%;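 note: untransfected CHO-K1 host cells lacking M1 receptor as counterscreen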
CHO-K1 Ca antag = M1 antagonist counterscreen hit in parental CHO-K1 cells; inhibition, % at 3 µM; AID 602250; 360,000 compounds, 0.6% hits; ATP-induced calcium, Fluo-8 fluorescence;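 active = inhibition above a per-plate cutoff, the plate's mean sample inhibition plus 3 SD, cut at about 24% in these data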;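 note: 0% = DMSO plus EC80 ATP and 100% = DMSO alone without ATP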
TAAR1 antag = antagonists of human TAAR1; Q96RJ0; CHO RD-HGA16 TAAR1, Fluo-8 calcium fluorescence, antagonist; inhibition, % at 3 µM; 360,000 compounds, 1.5% hits;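 active = inhibition above a per-plate cutoff, the mean inhibition of test compounds on that plate plus 3 SD, cut at about 49% in these data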;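 note: 0% = DMSO plus EC80 beta-PEA response and 100% = DMSO alone without agonist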
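System: CHO RD-HGA16 cells bearing hTAAR1. Reagent: EC80 β-phenethylamine stimulus. Schedule: seeding 17-24 h prior, 75-min 37 °C, 30-min RT dye loading. Signal: Fluo-8 intracellular calcium dye fluorescence, real-time kinetic reads. Read-out: % inhibition from peak post-agonist over basal fluorescence ratio. Benchmarks: vehicle wells and EC80 agonist wells. Replicates: n of 1.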
M1 ag = agonists of human M1 muscarinic receptor; P11229; 360,000 compounds, 0.33% hits; activation, % at 3 µM; CHO-K1 hM1, Fluo-8 calcium fluorescence, agonist mode; 0% DMSO, 100% acetylcholine EC100;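 active = activation above the run's mean compound activation plus 3 SD, cut at about 16% in these data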;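 note: peak over basal fluorescence ratio within a 140 s kinetic read after compound addition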
* = called active by the depositor; nt = not tested or not shown.

smiles,M1 PAM,CHO parental Ca,CHO-K1 Ca antag,TAAR1 ag,M1 PAM parental,M1 antag,TAAR1 antag,M1 ag,M1 ag parental
Cc1ccc(-c2csc(NC(=O)CN3C(=O)CCC3=O)n2)cc1,8,-5,-16,6,15,-10,-3,-5,1.1
CC(C)C(C(=O)NCC1CCCO1)N(Cc1ccco1)C(=O)CNS(=O)(=O)c1ccccc1 (stereo not drawn),4,-20,-9,8,19,-2,-4,-2,0.4
COc1ccc(/C=N/N2C(=N)SCC2=O)cc1,7,-9,-15,1,11,-15,-15,-1,0.1
O=C(O/N=C/c1ccc2c(c1)OCO2)c1ccc([N+](=O)[O-])cc1,11,-4,-8,0,7,-9,-20,-2,5.3
Cc1nc(SCC(=O)NCC2CCCO2)c2c3c(sc2n1)CCC3 (stereo not drawn),1,nt,-9,1,-21,-1,-24,-3,0.2
CCn1c(CC(=O)Nc2ccccc2)nnc1SCC(=O)NC1=NCCS1,11,-2,-14,2,15,-20,-2,-4,0.9
CCCCSCCCNC(=O)c1ccc(CS(=O)(=O)c2ccccc2OC)o1,3,-25,-7,1,11,3,-2,-6,1.8
COc1cc(NC(=O)COc2cccc(C)c2C)ccc1NC(=O)c1ccco1,-7,-20,-4,2,-16,12,18,-4,0.9
CSc1cccc(NC(=O)CN(C)S(=O)(=O)c2ccc(F)cc2)c1,8,-11,-7,5,17,-25,-1,-3,2.5
O=C(COc1cccc(Br)c1)N/N=C1\CCSC1,14,-16,-20,1,11,-14,-19,-4,1.6
COc1cccc(NC(=O)NC2(C(=O)N3CCN(C)CC3)CCCCC2)c1,6,1,-10,-2,9,-8,2,-1,0.5
Nc1ccccc1C(=O)NCc1ccc(Cl)cc1,11,-16,-5,-2,20,-8,-2,-3,0.4
CC(C)(C)c1cnnn1-c1cccc([N+](=O)[O-])c1,8,8,-9,1,15,-7,8,-5,0.6
CC(=O)Oc1ccc2c(=O)c(Oc3ccccc3[N+](=O)[O-])coc2c1,6,-5,-7,1,8,-6,-11,-6,0.4
CCOc1cc(CNCCc2ccccc2)ccc1OCC(=O)NC(C)(C)C,10,-11,-6,20,23,-8,-16,-8,2.7

Carrying on:
smiles,M1 PAM,CHO parental Ca,CHO-K1 Ca antag,TAAR1 ag,M1 PAM parental,M1 antag,TAAR1 antag,M1 ag,M1 ag parental
COc1ccc(S(=O)(=O)N(C)c2ccc(C(=O)NCCC(C)C)cc2)cc1,-4,-15,2,2,-9,7,-7,-5,0.2
Cc1c(NS(=O)(=O)c2ccc(C(=O)N(C)Cc3cccc(Cl)c3Cl)cc2)c(=O)n(-c2ccccc2)n1C,9,nt,10,2,-15,-5,21,-7,0.1
O=c1cc(O)nc2n1CCCS2,-6,-3,5,14,-4,-5,4,1,0.4
CCOC(=O)C1=CCC(c2ccc(C#N)cc2)N(S(=O)(=O)c2ccc(C)cc2)C1 (stereo not drawn),-12,nt,7,2,13,12,14,-7,0.7
CC(NC(=O)c1c(O)c2ccccc2n(C)c1=O)c1ccccc1 (stereo not drawn),8,-10,-14,0,12,-15,-17,-5,1.0
C#CCCCCCCC#CCN(C)C,-17,3,26*,6,-14,21,-19,41*,0.0
COc1cc(C(=O)N2CCC(NC(=O)C(Cc3ccccc3C)NC(C)=O)CC2)cc(OC)c1OC (stereo not drawn),5,-7,-18,10,12,3,4,-4,0.2
O=C(Cn1nnc2ccccc2c1=O)Nc1cc(C(F)(F)F)ccc1N1CCOCC1,4,-20,-6,6,12,-7,2,-3,0.8
COc1ccccc1/C=N/Nc1nc(C)cc(C)n1,10,0,-13,1,19,-15,-11,-3,6.2
Cc1ccc(Cl)cc1NC(=O)C1CCCN(S(=O)(=O)c2c(C)noc2C)C1 (stereo not drawn),5,-23,-10,5,7,-17,1,-2,-0.1
CC(=O)Nc1nc(NC(=O)/C=C/c2ccccc2)n(-c2ccccc2)n1,3,-3,-8,5,23,-3,-10,1,1.4
COCC(=O)Nc1ccc(C(N)=O)cc1,2,-4,22,6,-8,6,4,-3,-0.2
O=C1OCCOC2CCCc3oc(-c4ccccc4)c1c32 (stereo not drawn),nt,nt,-13,0,10,nt,-15,nt,0.7
CN1c2ccsc2C(=O)/C(=C\Nc2cccc(C(F)(F)F)c2)S1(=O)=O,6,-2,-9,5,17,-2,-14,-3,1.1
CC1=NN(c2ccccc2)C(=O)/C1=C/c1cn(C)c2ccccc12,3,-19,-8,1,8,-9,4,-4,-0.1

Continued:
smiles,M1 PAM,CHO parental Ca,CHO-K1 Ca antag,TAAR1 ag,M1 PAM parental,M1 antag,TAAR1 antag,M1 ag,M1 ag parental
CC(C)C(NC(=O)c1ccccc1F)C(=O)NCC(c1ccco1)N1CCCCC1 (stereo not drawn),-6,-21,-12,3,-7,-1,-11,-6,-0.4
O=C(O)CC(Cc1ccc(Cl)cc1)C(=O)Nc1ccccc1 (stereo not drawn),14,1,4,10,-18,-25,-21,1,0.1
CCN(CC)S(=O)(=O)c1cc(NC(=O)COC(=O)c2ccc(NC(=O)CC#N)cc2)ccc1C,7,-1,-11,2,11,-6,10,-3,1.5
Cc1ccc(C(=O)N/C(=C\c2cn(-c3ccccc3)nc2-c2ccccc2)C(=O)N2CCOCC2)cc1,7,-11,-6,-1,-5,-11,9,-5,0.1
Cc1cc(C)cc(OCCNC(=O)CCc2ccccc2)c1,7,-5,1,-1,9,-9,-7,-6,-0.1
O=C(CCn1cccc1)Nc1cccc(F)c1,7,-4,-7,2,4,-5,-5,-4,0.0
NNC(=O)CCc1ccc(S(=O)(=O)N2CCOCC2)cc1,6,-15,-10,nt,15,-8,nt,-5,0.2
Cc1c2cnn(CC(=O)Nc3cccc(C(F)(F)F)c3)c(=O)c2c(C)n1Cc1ccccc1F,4,-15,9,2,12,0,3,-6,0.7
CC(Oc1cccc(Br)c1)C(=O)NNC(=O)c1ccccn1 (stereo not drawn),8,-5,-11,nt,-4,-9,nt,-4,0.3
CC(=O)NC(Cc1cccc(C)c1)C(=O)NC1CCN(C(=O)NCc2ccccc2)CC1 (stereo not drawn),12,nt,-10,3,19,-14,1,-2,0.9
COc1cccc(/C(C)=N/N=C(\C)c2cccc(OC)c2)c1,9,nt,7,9,-13,-18,-7,-2,-0.1
CC(C)NS(=O)(=O)c1ccc(NC(=O)C(C)OC(=O)CCC(=O)c2cccs2)cc1 (stereo not drawn),-8,-4,-16,5,3,8,7,0,12
Cc1ccc(C)c(NC(=O)CC2Sc3ccccc3NC2=O)c1 (stereo not drawn),8,nt,-12,3,17,-20,-23,-1,0.4
COc1ccc2c(c1)[C@H]1[C@H](CO2)[C@H](c2ccccc2)[C@]2(C)C(=O)Nc3cc(Cl)ccc3C(=O)N12,-12,-6,-2,nt,-2,12,nt,-10,0.2
CC(/C=N\NC(=O)Cn1cncn1)=C/c1ccc(C(C)C)cc1,10,-3,-9,0,21,-8,-3,-4,1.0

(list continues)
smiles,M1 PAM,CHO parental Ca,CHO-K1 Ca antag,TAAR1 ag,M1 PAM parental,M1 antag,TAAR1 antag,M1 ag,M1 ag parental
Cc1ccc2nc(-c3ccccc3)c(-c3ccccc3)nc2c1,4,-35,1,11,3,-1,-19,-3,-0.2
CC(=O)c1sc(C(C)(C)C)cc1NC(=O)c1ccccc1C(=O)O,15,-8,16,3,-22,-11,15,0,0.3
Cc1cc(C)c(NC(=O)COC(=O)c2nc3nccc(C)n3n2)c(Cl)c1,9,-1,-14,3,20,-9,2,-2,0.6
O=C(O)Cc1c(-c2ccccc2Cl)c2cc(Br)ccc2[nH]c1=O,6,-3,-12,0,18,-4,-35,-5,0.2
CCOC(=O)Cc1csc(NC(=O)CSc2nncn2C)n1,9,0,-2,2,-3,-8,2,3,-0.6
NC(=O)CSc1nnc(C2CC2)n1Cc1ccccc1,6,-6,-2,4,10,0,4,-4,0.2
O=C(NC1CCCCC1)C(c1ccc2ncccc2c1)N(Cc1cccs1)C(=O)c1cccs1 (stereo not drawn),-5,-1,-19,12,14,16,20,-1,2.1
NC(=O)CC(NC(=O)Cc1ccc(Cl)cc1)c1ccc(NC2CCCCC2)c([N+](=O)[O-])c1 (stereo not drawn),6,-5,-19,0,8,-1,1,-4,0.1
CCOC(=O)N1CCN(C(=O)/C=C/c2ccc3c(c2)OCO3)CC1,3,0,0,3,8,3,0,-6,0.0
CC(=O)Oc1ccc2c(=O)c(-c3ccccc3)coc2c1,5,-2,-7,2,16,-4,-18,-1,0.8
COc1ccc2ccccc2c1C=NN1CCCCC1,-9,nt,0,5,-13,9,-7,21*,-0.3
COc1cc(CNCc2ccccc2C(F)(F)F)cc(OC)c1,3,-14,16,2,-15,10,13,-2,1.7
COc1ccc(-n2cnnc2SCc2ncc(-c3ccccc3)o2)cc1,12,9,-1,1,14,-14,-4,1,1.6
O=C(CN1c2ccccc2S(=O)(=O)c2ccccc21)Nc1ccccc1F,23,-6,6,0,-7,-8,-21,8,-1.2
N#CC1=C2C=CC=CN2CC1=O,5,-10,-4,8,10,-1,-3,-2,0.7

Continued.
smiles,M1 PAM,CHO parental Ca,CHO-K1 Ca antag,TAAR1 ag,M1 PAM parental,M1 antag,TAAR1 antag,M1 ag,M1 ag parental
Brc1ccc(-c2noc(COc3ccc4ccccc4c3)n2)o1,-5,-11,-1,2,8,1,-17,-5,1.2
CN(C)C(=O)CSc1ccc(S(=O)(=O)N2CCCC2)cn1,14,nt,-2,2,7,-18,-9,-2,2.0
Cc1ccccc1C(=O)NNC(=O)c1cc(N)cc([N+](=O)[O-])c1,16,0,-5,7,20,-14,-17,-6,0.8
CC(C#N)Sc1ccc(S(=O)(=O)N2CCCCC2)cn1 (stereo not drawn),17,-9,19,11,-24,-3,11,2,-0.2
C=CCOC(=O)c1cn(CC)c2nc(C)ccc2c1=O,4,-13,-12,6,8,-6,-27,-5,-1.0
CC(=O)Nc1sc(N/N=C\c2ccccc2F)nc1-c1cccs1,9,-13,-6,0,23,0,-10,-3,0.5
O=C(Nc1cccn(Cc2c(Cl)cccc2Cl)c1=O)C1CC1,-1,-11,-7,20,14,-1,1,-14,4.2
COCCN1Cc2cccc(C(=O)NCCc3ccccc3)c2C1=O,6,-10,-2,-2,18,-11,-7,-2,-0.2
CCOC(=O)C1CCN(Cc2cn[nH]c2-c2ccc(C)cc2)CC1,-2,-6,-1,16,-6,9,6,-5,-0.1
Cc1cc(O)ccc1-c1ccc2nncn2c1,8,nt,-10,2,13,-14,-24,-2,0.6
CCCCc1ccc(N2C(=NC(=O)C3CCCO3)SC3CS(=O)(=O)CC32)cc1 (stereo not drawn),1,-5,4,0,14,-4,-17,-13,0.0

Screening results deposited in PubChem BioAssay by The Scripps Research Institute Molecular Screening Center.
